Screening results (PubChem)
SRC3 TRFRET art – TR-FRET artefact, counter-screen to PPARgamma/SRC-3 agonist assay. TR-FRET ratio at 8 µM. hit rate 0.39% among 99,000. PPARgamma/SRC-3 format; hits give high values; in the data active = TR-FRET ratio above about 2000; note: inactives centre near 1600; reference of the scale not given here
SRC1 TRFRET art – counter-screen for PPARgamma SRC-1 recruitment agonists: TR-FRET artefact. TR-FRET ratio at 8 µM. hit rate 0.34% among 99,000. TR-FRET detection artefact counter-screen, emission ratio; hits give high values; in the data active = TR-FRET ratio above about 2300; note: inactives centre near 1800; reference of the scale not given here
* marks the source's active call; other numbers are inactive results. Not all compounds are listed (hit frequency here may not be typical).

Results follow in this order: SRC3 TRFRET art, SRC1 TRFRET art
(1) O=C(COC(=O)Cn1cnc2ccccc2c1=O)NCC12CC3CC(CC(C3)C1)C2
  1253, 1724
(2) CCOC(=O)c1sc2nc(C)n(N)c(=O)c2c1C
  1653, 1913
(3) Nc1ccc(C(=O)OCC(=O)NC2CC2)cc1[N+](=O)[O-]
  1519, 1778
(4) CC(C)c1ccccc1NC(=S)NCCCn1ccnc1
  1503, 1757
(5) Cc1cc(C)cc(NC(=S)N2CCN(c3ncccn3)CC2)c1
  1518, 1875
(6) O=C(CN1CCCc2ccccc21)Nc1ccc(F)cc1[N+](=O)[O-]
  1424, 1824
(7) O=C1CCN(C(=O)c2cccs2)c2ccccc21
  1536, 1716
(8) CCOC(=O)c1c(NC(=O)Cn2ccsc2=N)sc(C)c1C
  1476, 1784
(9) Cc1nc(C(=O)N2CCc3c([nH]c4ccccc34)C2c2cc(F)ccc2F)cs1 (stereo not drawn)
  1478, 1645
(10) CC1=NN(C(C#N)c2ccccc2)C(C)(C)C1 (stereo not drawn)
  1718, 1578
(11) Cn1c(Cc2ccccc2)nnc1SCC(=O)Nc1cccc(S(=O)(=O)NC2=NCCCCC2)c1
  1563, 1841
(12) COc1cc2c(cc1OC)CN(C(=S)NC(=O)c1ccccc1)CC2
  1759, 2009
(13) CC(C)(O)C#Cc1ccc(CN2CCN(C3CCCCC3)C(CCO)C2)cc1 (stereo not drawn)
  1573, 2568*
(14) CC(C)CN1CCC(CNC(=O)CCc2nnc(Cc3c[nH]c4ccccc34)o2)CC1
  1143, 1666
(15) COc1cc(Cl)ccc1NC(=S)N(CCCN1CCOCC1)Cc1cn(C)c2ccccc12
  1347, 1723

Going on with the list:
Results follow in this order: SRC3 TRFRET art, SRC1 TRFRET art
(16) CC(C)NC(=O)CN1CCN(Cc2nc(C(c3ccccc3)c3ccccc3)no2)CC1
  1536, 1545
(17) Cc1ccc(N=Cc2c(O)cc(C)oc2=O)c(C)c1
  1668, 2131
(18) Cc1ccc(NP(=O)(c2ccc(N(C)C)cc2NC(=O)c2cccs2)N2CCOCC2)cc1Cl (stereo not drawn)
  1458, 1571
(19) O=C1c2cccc3cccc(c23)C(=O)N1c1nncs1
  1663, 1562
(20) Cc1ccc(OCC(=O)N2CCc3ccccc32)cc1
  1481, 1729
(21) CCCn1c(=O)c2ccccc2n2c(SCCOc3ccc(C)cc3)nnc12
  1504, 1861
(22) CC(C)c1ccc2[nH]c(O)c(N=NC(=O)c3cccc(S(=O)(=O)Nc4ccc(Cl)cc4)c3)c2c1
  1594, 1938
(23) C#CCn1c(=NC(=O)CN2C(=O)CCC2=O)sc2cc(S(N)(=O)=O)ccc21
  1674, 1763
(24) C/C=C/c1ccc(OCC(=O)OCc2csc(Nc3ccc(C)cc3)n2)c(OC)c1
  1749, 1894
(25) O=[N+]([O-])c1cnc2nc(-c3ccncc3)nn2c1O
  1615, 1896
(26) Cc1ccc(CN2CCN(Cc3ccccn3)CC2CCO)cc1 (stereo not drawn)
  1575, 1858
(27) Cc1cccc(C)c1NC(=O)COC(=O)c1ccccc1[N+](=O)[O-]
  1641, 1961
(28) COc1cccc(NC(=O)NCc2ccc(F)cc2)c1
  1627, 2054
(29) COC(=O)Nc1[nH]ncc1[N+](=O)[O-]
  1338, 1639
(30) Cn1c2c(c(=O)n(C)c1=O)C(c1ccccc1F)C(C#N)=C(N)O2 (stereo not drawn)
  1600, 2008

(next part)
Results follow in this order: SRC3 TRFRET art, SRC1 TRFRET art
(31) Cc1cccc(N2CCN(Cc3nc(-c4ccc(F)cc4F)oc3C)CC2)n1
  1671, 1691
(32) O=S(=O)(Cc1ccccc1Cl)N1CCCC1
  1639, 2024
(33) COC(=O)C(NS(=O)(=O)c1ccc(F)cc1)c1ccccc1 (stereo not drawn)
  1775, 1789
(34) CCN(CC)S(=O)(=O)c1ccc(C(=O)N2CCN(CCN3C(=O)c4cccc5cccc(c45)C3=O)CC2)cc1
  1284, 1565
(35) O=C(Oc1ccc2ccc(O)cc2c1)C1CCCCC1
  1706, 1374
(36) CSc1cccc(CN2CCN(Cc3ccc(F)c(F)c3)C(CCO)C2)c1 (stereo not drawn)
  1698, 1728
(37) CCc1c(C)nc(SCC(=O)Nc2ccc3c(c2)OCCO3)[nH]c1=O
  1693, 1750
(38) O=C(COC(=O)c1ccc(F)c(S(=O)(=O)N2CCCCC2)c1)NCc1ccc(F)cc1
  1421, 1575
(39) Cc1cccc(N2CCN(C(=O)C3COc4ccccc4O3)CC2)c1C (stereo not drawn)
  1708, 1859
(40) NC(=O)c1ccc(NC(=O)COC(=O)CCCN2C(=O)c3cccc4cccc(c34)C2=O)cc1
  1240, 1690
(41) Cc1ccc(S(=O)(=O)c2nc(Nc3ccccc3C#N)sc2Cl)cc1
  1729, 1814
(42) COc1ccc(CN2C(=O)CCC2(C)C(=O)NC2CCCC2)c(OC)c1 (stereo not drawn)
  1557, 1801
(43) O=C(Nc1ccccc1Cl)C1C2CCC3C(CCC21)C3(Cl)Cl (stereo not drawn)
  1612, 1735
(44) CC(C1CC1)N(Cc1ccccc1)C(=O)NC(=O)c1ccc(F)cc1 (stereo not drawn)
  1551, 1833
(45) O=C1OCCN1C(=O)[C@H]1[C@H](c2ccc([N+](=O)[O-])cc2)C(c2cccc(Cl)c2)=NN1c1ccccc1
  1618, 1845

Next part.
Results follow in this order: SRC3 TRFRET art, SRC1 TRFRET art
(46) Cc1ccc(O)c(NC(=S)NC(=O)/C=C/c2ccco2)c1
  1416, 1591
(47) O=C(CCCCn1c(=O)[nH]c2ccccc2c1=O)NCCc1c[nH]c2ccccc12
  1636, 1712
(48) Cc1ccccc1NC(=O)c1cc([N+](=O)[O-])ccc1NCCN1C(=O)CCC1=O
  1334, 1702
(49) O=C(Cn1nc(C(=O)O)c2ccccc2c1=O)NCCC1=CCCCC1
  1665, 1563
(50) CCOC(=O)C1CCCN(C(=O)/C=C/c2ccccc2[N+](=O)[O-])C1 (stereo not drawn)
  1624, 1654
(51) COc1ccc(-c2cc(C3CCN(C(=O)OC(C)(C)C)CC3)[nH]n2)cc1
  1601, 1969
(52) CC1(c2ccccc2)NC(=O)N(CCOc2ccccc2)C1=O (stereo not drawn)
  1393, 1652
(53) CCCCOC(=O)/C(=C/C=C/c1ccccc1)NC(=O)c1ccccc1
  1346, 1957
(54) CCOC(=O)C1=C(C)NC(C)=C(C(=O)OCC)C1c1cccs1
  1615, 1600
(55) O=C(c1ccccc1Br)N1CCCC(c2nc(-c3cccs3)no2)C1 (stereo not drawn)
  1518, 1955
(56) Cc1ccc(NC(=O)CSc2nc(N)cc(=O)[nH]2)cc1Cl
  1532, 1604
(57) COc1ccc(-c2cc(-c3n[nH]c(=S)n3-c3ccccc3Cl)[nH]n2)cc1
  1619, 1982
(58) Nc1nc(-c2ccc([N+](=O)[O-])cc2)cs1
  1487, 1669
(59) O=C(/C=C/c1ccc([N+](=O)[O-])s1)N1CCCC1
  1492, 1792
(60) CCOC(=O)c1[nH]c(C)c(C(=O)NCCCOC(C)C)c1C
  1522, 1893

More results follow:
Results follow in this order: SRC3 TRFRET art, SRC1 TRFRET art
(61) Cc1cccc(COCC(CC(C)C)N2CCN(C(=O)c3ccc(C(C)(C)C)cc3)CCC2=O)c1 (stereo not drawn)
  1498, 1510
(62) COC(=O)N1N=C(c2ccc(Br)cc2)CC1(O)C(F)(F)F (stereo not drawn)
  1748, 2076
(63) COC(=O)c1sccc1NC(=O)Nc1cc(C)ccc1C
  1452, 1500
(64) N=c1sccn1CC(=O)N1N=C(c2ccc(Cl)cc2)CC1c1ccco1 (stereo not drawn)
  1437, 1273
(65) Cc1ccc(S(=O)(=O)N2CCN(c3cnn(C)c(=O)c3Cl)CC2)cc1
  1603, 1847
(66) COc1cccc(C(=O)Nc2cc3c(cc2Br)OCCCO3)c1
  1520, 1721
(67) CCOc1ccc2nc(NC(=O)C3=NN(c4ccccc4)C(=O)CC3)sc2c1
  1537, 1955
(68) Cc1oc(-c2cccc(F)c2)nc1CN1CCCCC1CCn1cccn1 (stereo not drawn)
  1521, 1628
(69) Cc1cc(/C=C\c2nc(O)c([N+](=O)[O-])c(=O)[nH]2)c(C)n1-c1ccccc1
  1567, 2029
(70) O=C(NCc1ccc2c(c1)OCO2)c1ccc(CSCc2cccc(Cl)c2)o1
  1693, 1915
(71) O=C(O)CSCCOc1ccc(OCCSCC(=O)O)cc1
  1753, 1678
(72) CCSc1nc2ccccc2n1CC(=O)N1CCOCC1
  1619, 1814
(73) Cc1cc(C)cc(NC(=S)Nc2ccc(Cl)c(Cl)c2)c1
  1803, 1632
(74) N#CCC(=O)N/N=C/c1ccc(SCC(=O)Nc2ccccc2)o1
  1440, 1849
(75) O=C(N/N=C/c1c[nH]c2ccccc12)c1sc2ccccc2c1Cl
  1701, 1852

Next section.
Results follow in this order: SRC3 TRFRET art, SRC1 TRFRET art
(76) COc1ccc(NC(=O)C2CCCN(c3cc(C)nc4ncnn34)C2)cc1 (stereo not drawn)
  1587, 1863
(77) CS/C(=N\S(=O)(=O)c1cccs1)Nc1cccc(Cl)c1C
  1574, 2026
(78) O=C(O)c1cccc(N/N=C/c2cccs2)c1
  1549, 2026
(79) COc1c(Cl)ccc(Cl)c1C(=O)OCC(=O)O
  1659, 1827
(80) CCCc1cc(=O)[nH]c(SCC(=O)Nc2nc(-c3ccccc3)cs2)n1
  1454, 1542
(81) COP(=O)(OC)c1nc(-c2cccc3ccccc23)oc1NCc1ccccc1
  1461, 1828
(82) CC(=O)N1N=C(C)CC1c1ccc(O)cc1 (stereo not drawn)
  1480, 1562
(83) CCOc1ccccc1C(=O)Nc1ccccc1-c1ccccc1
  1694, 1945
(84) O=C1N=C(N2CCOCC2)SC1=C1CCCCC1
  1548, 1900
(85) CN1CCN(Cc2cn(C)nc2-c2ccccc2F)CC1c1ccccc1 (stereo not drawn)
  1629, 1666
(86) O=C(CN1C(=O)/C(=C\c2ccc(F)cc2)Oc2ccccc21)NCc1ccco1
  1628, 2000
(87) Cc1cccc(C2c3[nH]c4ccccc4c3CCN2Cc2ccc(C)s2)n1 (stereo not drawn)
  1535, 1667
(88) CN(CC(=O)Nc1sc2c(c1C#N)CCCCC2)Cc1nc2ccccc2c(=O)[nH]1
  1713, 1958
(89) Cc1ccccc1-n1c(SCC(=O)c2c(N)n(C)c(=O)n(C)c2=O)nc2sc3c(c2c1=O)CCCC3
  1332, 1552
(90) Cc1cccc(OCCc2c(C)[nH]c(=S)[nH]c2=O)c1
  1486, 1771

Further records follow.
Results follow in this order: SRC3 TRFRET art, SRC1 TRFRET art
(91) CC1CCN(S(=O)(=O)c2ccc(S(=O)(=O)NCc3cccnc3)cc2)CC1
  1620, 1932
(92) CCN(CC)CCN(C(=O)c1ccc(C(C)=O)cc1)c1nc2ccc(Cl)cc2s1
  1641, 1802
(93) COc1cc(NC(=O)COC(=O)c2ccccc2F)cc(OC)c1
  1446, 1838
(94) CCCc1nc2ccccc2n1C(=S)SC
  1441, 1907
(95) CCOC(=O)/C(C#N)=C/c1ccc(OC(=O)c2ccco2)c(OCC)c1
  1555, 1617
(96) C=CCN1C(c2ccccc2)=CS/C1=C(\C#N)c1nnc2n1CCCCC2
  1548, 1729
(97) Cc1ccc(NC(=O)CSc2ccc(-c3ccccn3)nn2)cc1
  1669, 1708
(98) Cc1ccc([N+](=O)[O-])cc1N=C(c1ccc([N+](=O)[O-])cc1)N1CCOCC1
  1551, 1987
(99) Cn1c(=O)cc(SCC(=O)N2CCCC2)c2cc(Cl)ccc21
  3461*, 3643*
(100) CC(C)C(NC(=O)OCc1ccccc1)C(=O)OCC(=O)N1C(C)CCCC1C (stereo not drawn)
  1638, 2096
(101) CCn1c(O)c(C=Nc2ccccc2)sc1=O
  1333, 1490
(102) COc1ccccc1CSc1ncc(-c2ccc([N+](=O)[O-])cc2)[nH]1
  1510, 2097
(103) CCc1ccc(C2C(C#N)=C(N)N(N3CCOCC3)C3=C2C(=O)CC(C)(C)C3)s1 (stereo not drawn)
  1434, 1930
(104) O=C(CSc1ccccc1[N+](=O)[O-])NC1CCS(=O)(=O)C1 (stereo not drawn)
  1683, 1785
(105) CCn1c(CNC(=O)c2cccs2)n[nH]c1=S
  1647, 1785

The list goes on:
Results follow in this order: SRC3 TRFRET art, SRC1 TRFRET art
(106) COc1ccc(NC(=O)COC(=O)Cc2ccccc2[N+](=O)[O-])cc1OC
  1706, 1902
(107) O=[N+]([O-])c1ccc(Oc2cnc3ccccc3n2)cc1
  1434, 1839
(108) CCC(C)N(C)C1CCN(C(=S)Nc2ccc(OC)cc2)CC1 (stereo not drawn)
  1396, 1746
(109) O=C(N/N=C/c1cn(-c2ccccc2)nc1-c1ccc2c(c1)OCCO2)c1ccncc1
  1351, 1686
(110) C/C(CCc1ccccc1)=N\NC(=O)COc1ccccc1C
  1596, 1918
(111) CCOC(=O)c1cc2c(C)[nH]c(C)c2cc(C(=O)OCC)c1=O
  1780, 2082
(112) CCOC(=O)c1c(NC(=O)CN2CCN(C)CC2)sc(C(=O)Nc2ccccc2)c1C
  1772, 1874
(113) COc1ccc(CCN=C2SCC(=O)N2Cc2ccccc2)cc1OC
  1522, 1724
